Compound activity: PubChem, several laboratories
NF-kB neuron act: compounds increasing NF-kB expression in human neuronal cells; AID 1239; hit rate 1.6% among 190,000; fold change at 12.5 µM; NF-kB reporter expression; hits give high values; in the data active = fold change above about 3.3
STAT1 inh: STAT1 signaling inhibition. hit rate 0.35% among 200,000. NIH 3T3 STAT1-luciferase reporter, IFN-gamma, luminescence. inhibition, % at 5.5 µM. AID 920;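 active = inhibition above a set limit, the mean inhibition across all tested compounds plus 3 SD, cut at about 34% in these data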;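 note: 0% = IFN-gamma with DMSO and 100% = IFN-gamma with 300 µM nifuroxazide; values of inactives mirror those of a sister screen read the other way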
Hsp70 activator: transcriptional activators of Hsp70 | HeLa Hsp70 promoter luciferase reporter, luminescence; scaled: vehicle 0, proteasome-inhibitor control 100% | activation, % at 10 µM | hit rate 0.04% among 200,000;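 active = activation above the mean across all tested compounds plus 3 SD, cutoff set per campaign, cut at about 5.5% in these data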;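 note: 100% = MG132 at 30 µM as the positive control and 0% = DMSO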
Redox H2O2 prof: compounds producing H2O2 with reducing agent – biochemical, NIH compound library profiling, artefact control for MLSCN library redox annotation, primary screen; activation, % at 10 µM; DTT-dependent redox cycling H2O2, phenol red/HRP absorbance; 100% = 100 µM peroxide control, 0% = buffer; hit rate 0.03% among 200,000;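 active = activation of at least 50% relative to the plate's high and low controls in the primary single-dose screen; inactive = activation below 50%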;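 note: compound incubated with DTT at 0.8 mM final as the reducing agent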
HMGR II inh: inhibitors of class II HMG-CoA reductase from Enterococcus faecalis | purified E. faecalis HMGR, NADPH absorbance 340 nm kinetic | inhibition, % at 10 µM | hit rate 0.41% among 190,000 | AID 1066;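 active = inhibition above a set limit, the median over all tested compounds plus 3 SD, cut at about 9.5% in these data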;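 note: enzyme runs in reverse so mevalonate oxidation gives rising NADPH absorbance; 0% = complete reaction with DMSO and 100% = background rate lacking mevalonate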
STAT1 activator: increases IFN-gamma driven STAT1 reporter signal. NIH 3T3 STAT1-luciferase reporter, luminescence; 100% = IFN-gamma alone, no compound. activation (% of control), % at 5.5 µM. hit rate 2.6% among 200,000. AID 932;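 active = activation above the screen-wide mean activation plus 3 SD, cut at about 130% in these data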;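 note: raw ratio to IFN-gamma control signal so 100% means no change and 0% no light; values of inactives mirror those of a sister screen read the other way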
APP 5'UTR act: activates APP 5'UTR luciferase reporter; AID 1276; SH-SY5Y APP 5'UTR luciferase reporter, luminescence; zero percent = DMSO vehicle wells; activation, % at 2 µM; hit rate 1% among 190,000;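 active = activation above a set limit, based on mean plus 3 SD of controls, cut at about 140% in these data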; note: values of inactives mirror those of a sister screen read the other way
STAT3 activator: increases IL-6 driven STAT3 reporter signal | U3A cells, IL-6 STAT3-luciferase reporter, luminescence; 100% = signal with IL-6 EC80 alone | activation (% of control), % at 5.6 µM | hit rate 0.91% among 190,000;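 active = activation above the screen-wide mean of compound activation plus 3 SD, cut at about 130% in these data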;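 note: 0% = background luminescence of wells with medium and substrate only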
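Material: human STAT1-deficient U3A cells with stable STAT3-luciferase reporter / Probe or stimulus: IL-6 stimulus at 33 ng/mL final / Schedule: 1 h compound pre-exposure, 6 h IL-6 stimulation, 37 °C / Technique: luminescence / Read-out basis: percent of IL-6-only median luminescence / Control set: IL-6-only high control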
STAT3 blocker: STAT3 signaling inhibition | hit rate 0.89% among 190,000 | U3A cells, IL-6 STAT3-luciferase reporter, luminescence; host cell line lacks STAT1 | inhibition, % at 5.5 µM;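 active = inhibition above the mean inhibition across all screened compounds plus 3 SD, cut at about 44% in these data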;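 note: 0% = DMSO only wells and 100% = 100 µM nifuroxazide control wells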
TLR4 MyD88 comp: inhibitors of human TLR4-MyD88 binding | HeLa CL3-4 TLR4/MyD88 BLA complementation, FRET ratio | hit rate 0.18% among 200,000 | inhibition, % at 8.4 µM; in the data active = inhibition above about 25%;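 note: 0% = vehicle and 100% = reference inhibitor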
Target sequence (O00206 whole entry, looked up): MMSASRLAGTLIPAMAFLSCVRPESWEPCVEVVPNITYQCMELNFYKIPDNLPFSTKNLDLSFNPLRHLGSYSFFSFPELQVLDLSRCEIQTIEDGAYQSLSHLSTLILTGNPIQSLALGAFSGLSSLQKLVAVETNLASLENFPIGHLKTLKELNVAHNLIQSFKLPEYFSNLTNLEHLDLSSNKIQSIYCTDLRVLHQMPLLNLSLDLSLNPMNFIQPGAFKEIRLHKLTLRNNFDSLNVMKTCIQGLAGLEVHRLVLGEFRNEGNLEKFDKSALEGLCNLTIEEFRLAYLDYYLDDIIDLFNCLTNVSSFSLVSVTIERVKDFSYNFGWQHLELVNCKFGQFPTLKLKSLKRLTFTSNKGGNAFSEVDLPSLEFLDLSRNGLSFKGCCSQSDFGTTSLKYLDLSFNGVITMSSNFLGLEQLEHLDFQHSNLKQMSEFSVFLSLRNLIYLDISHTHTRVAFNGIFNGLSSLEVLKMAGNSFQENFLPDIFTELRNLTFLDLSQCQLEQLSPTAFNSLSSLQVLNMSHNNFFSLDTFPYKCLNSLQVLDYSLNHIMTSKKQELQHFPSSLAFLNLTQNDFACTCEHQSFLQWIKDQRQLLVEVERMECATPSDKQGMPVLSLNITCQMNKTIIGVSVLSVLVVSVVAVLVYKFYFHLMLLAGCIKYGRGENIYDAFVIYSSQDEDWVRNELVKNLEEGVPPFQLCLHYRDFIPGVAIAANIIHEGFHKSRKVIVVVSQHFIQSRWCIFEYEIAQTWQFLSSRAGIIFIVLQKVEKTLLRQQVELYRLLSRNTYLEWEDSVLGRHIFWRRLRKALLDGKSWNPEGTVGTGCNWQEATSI
Target sequence (Q99836 whole entry, looked up): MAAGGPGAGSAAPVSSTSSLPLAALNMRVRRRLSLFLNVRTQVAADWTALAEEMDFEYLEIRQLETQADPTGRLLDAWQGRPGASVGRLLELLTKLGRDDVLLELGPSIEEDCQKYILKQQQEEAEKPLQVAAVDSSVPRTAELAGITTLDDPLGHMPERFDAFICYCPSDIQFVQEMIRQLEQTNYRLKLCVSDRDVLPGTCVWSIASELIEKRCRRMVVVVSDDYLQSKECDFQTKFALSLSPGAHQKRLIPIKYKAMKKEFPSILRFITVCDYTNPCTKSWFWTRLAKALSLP
Starred values were filed as active, the others as inactive; . = no result given.

SMILES | NF-kB neuron act | STAT1 inh | Hsp70 activator | Redox H2O2 prof | HMGR II inh | STAT1 activator | APP 5'UTR act | STAT3 activator | STAT3 blocker | TLR4 MyD88 comp
COc1ccccc1N(C(=O)NCc1ccccc1)C1=NCC(C)S1 (configuration not stated) | 1.21 | -1.9 | -0.1 | -0.6 | -1.3 | 101.7 | -5.7 | 102.0 | 6.5 | 9.3
COC(=O)C1=C(C(=O)OC)C(c2cc([N+](=O)[O-])ccc2O)c2sc(=O)[nH]c2S1 (configuration not stated) | 1.04 | -1.5 | -0.2 | 0.3 | -4.3 | 98.4 | 5.8 | 102.9 | 1.3 | 2.8
O=S(=O)(c1cccc(-c2nnco2)c1)N1CCOCC1 | 1.15 | 4.2 | -0.1 | -0.6 | -2.4 | 96.7 | -5.0 | 105.7 | -6.3 | 5.5
COc1ccccc1N1CCN(c2cc(N3CCCC3)nc(C)n2)CC1 | 1.06 | -1.5 | -0.4 | 2.2 | 1.4 | 101.4 | -12.6 | 91.3 | 15.5 | 10.9
O=S(=O)(c1cnc(Cl)c(Cl)c1)N1CCCc2ccccc21 | 1.14 | 10.5 | -0.2 | -0.8 | -2.1 | 90.6 | 12.5 | 105.4 | -6.0 | 6.7
CC(C)NC(=O)NC(=O)COC(=O)c1ccccc1F | 1.01 | 1.4 | -0.4 | 0.5 | -4.4 | 98.7 | -7.6 | 95.6 | 0.3 | 1.7
CCOC(=O)c1c(NC(=O)CSc2ncn[nH]2)sc(C)c1C | 0.88 | 4.0 | -0.2 | 3.7 | -3.4 | 96.3 | 7.5 | 96.3 | 7.6 | -2.3
C=CCNC(=S)N/N=C/c1cn(-c2ccccc2)nc1-c1ccc(OC)cc1 | 1.44 | -6.5 | -0.2 | 1.9 | -1.6 | 105.9 | 18.1 | 97.0 | -0.7 | -10.7
O=c1c2c(n3nnnc3n1-c1ccccc1)-c1ccccc1CC21CCCC1 | 1.16 | -4.1 | -0.2 | 3.0 | -8.2 | 103.7 | 15.8 | 105.6 | -6.7 | 6.4
O=C(Nc1cccc(Br)c1)/C(=C\c1cccnc1)NC(=O)c1ccco1 | 0.8 | 2.0 | 0.1 | 2.0 | -4.0 | 98.2 | 21.9 | 110.7 | -7.1 | 1.6
CC1CN(C(=O)c2ccc(Oc3ccccc3)cc2)CC(C)O1 (configuration not stated) | 0.95 | 6.8 | -0.2 | -0.3 | 8.0 | 93.5 | 13.6 | 97.3 | 7.8 | 10.1
O=c1c2c(ncn2C2CCCC2)n(Cc2ccccc2)c(=O)n1CCOc1ccccc1 | 0.55 | -6.1 | -0.5 | 1.3 | -0.5 | 105.6 | -3.4 | 104.9 | -6.2 | -0.6
CCN(CC)C(=O)CSc1nnc(SCc2ccc(Cl)cc2)s1 | 1.08 | 7.0 | -0.2 | 2.7 | -0.5 | 93.6 | 15.0 | 94.8 | 9.8 | -9.8
O=C(N1CCOCC1)N1c2ccccc2CC(N2CCOCC2)c2ccccc21 (configuration not stated) | 1.01 | -2.7 | 0.7 | 1.4 | 0.6 | 98.4 | -6.2 | 100.6 | 0.7 | 9.0
CC/C(=N\NC(=O)c1cccnc1)c1ccc2c(c1)OCCO2 | 1.19 | -4.7 | -0.1 | -0.9 | -4.3 | 103.6 | -2.1 | 75.7 | 36.0 | -0.2
Cc1ccc(S(=O)(=O)Nc2ccc(S(=O)(=O)Nc3cc(C)nc(C)n3)cc2)cc1 | 0.84 | -7.6 | -0.4 | 0.5 | -1.3 | 105.6 | 0.1 | 96.3 | 5.8 | -0.1
C=Cn1cc[n+](CC(=O)c2ccc(C)cc2)c1 | 1.37 | 1.5 | -0.4 | 0.0 | -0.5 | 97.6 | -5.1 | 92.0 | 11.1 | 3.1
CC1=C(Sc2nc3ccccc3[nH]2)C(=O)NC(C)(C)C1 | 1.17 | -6.3 | 0.0 | 1.7 | 1.4 | 105.7 | -47.9 | 109.5 | 0.6 | 3.5
COc1ccc(NC(=S)Nc2ccc(OCc3ccccc3)cc2)c(OC)c1 | 1.11 | 2.7 | -0.3 | 1.1 | -0.8 | 97.6 | -7.2 | 98.6 | -3.4 | 4.3
O=C1c2ccccc2C(=O)N1CCCCN(C(=O)c1ccc([N+](=O)[O-])cc1)c1ccc(Cl)cc1 | 0.86 | 2.0 | -0.3 | -4.3 | -3.1 | 98.2 | -6.4 | 104.7 | -5.6 | 11.2
c1ccc(-c2onc3c2CCCC3)cc1 | 1.2 | -6.2 | -0.2 | 0.8 | -2.9 | 105.7 | 5.1 | 94.3 | 13.8 | 4.3
Cc1cc(=O)[nH]c(SCC(=O)N2CCc3ccccc3C2)n1 | 1.2 | -6.2 | -0.1 | 0.3 | -3.0 | 105.7 | -3.9 | 102.6 | -2.9 | 0.2
Cc1ccc(S(=O)(=O)N2CCC(C(=O)C3C(=O)CCCC3=O)CC2)cc1 | 1 | 0.9 | -0.1 | -0.8 | -6.8 | 99.0 | 5.8 | 113.3 | -14.8 | 6.1
O=C(Nc1cc(S(=O)(=O)N2CCOCC2)ccc1N1CCCC1)c1cnccn1 | 1.71 | 9.8 | -0.2 | 0.0 | -0.6 | 91.1 | -3.1 | 95.7 | 0.9 | -2.1
Cc1cc(OCC(F)(F)C(F)(F)C(F)(F)C(F)F)nc(N)n1 | 1 | -22.8 | 0.0 | -0.8 | 0.0 | 120.4 | 25.7 | 113.3 | -15.5 | 9.8
COc1ccc(-c2nc(Cn3c(SCc4ccc(F)cc4)nc4ccncc43)c(C)o2)cc1OC | 0.94 | -3.5 | -0.3 | -1.7 | 1.7 | 103.2 | 15.2 | 102.2 | 6.1 | 3.0
O=C(Nc1ccccc1[N+](=O)[O-])c1nc[nH]c1C(=O)NCCO | 0.7 | 1.4 | -0.4 | 1.6 | 6.2 | 95.4 | -5.9 | 98.7 | 10.5 | -3.1
CC(=O)NCCCc1c[nH]c2ccc(Cl)cc12 | 1.16 | -0.6 | -0.4 | 0.3 | 0.0 | 100.6 | -2.2 | 93.5 | 12.9 | -4.8
CCCc1c(C)nc2ccccc2c1SCCC#N | 1.01 | 8.0 | -0.2 | -0.6 | -2.4 | 92.8 | -1.6 | 92.7 | 9.7 | -4.1
Cc1cc(=O)c2cc(Cl)ccc2[nH]1 | 0.92 | 9.2 | -0.3 | 0.5 | 0.5 | 91.6 | 6.9 | 98.4 | 4.4 | 1.7
CCn1c(O)c(/C=N/NC(=O)c2ccncc2)c(=O)n(CC)c1=S | 1.11 | 61.1* | 0.0 | 0.5 | 2.0 | 45.4 | 15.9 | 95.3 | 7.8 | 10.6
COC(=O)Cn1c(CN2CCN(c3ccc(F)cc3)CC2)nc2c1c(=O)n(C)c(=O)n2C | 0.82 | . | . | -1.4 | 1.7 | . | -13.2 | . | . | .
COc1ccc(C(C(=O)NC(C)(C)C)N(Cc2ccco2)C(=O)CCC(=O)Nc2cc(C)on2)cc1 (configuration not stated) | 1.15 | 11.7 | -0.4 | -0.4 | 0.1 | 89.3 | 2.4 | 99.3 | 6.2 | -2.2
COc1ccc(C2SCC(C(=O)NCc3ccc(F)cc3)N2C(C)=O)cc1 (configuration not stated) | 1.48 | -7.2 | -0.4 | -1.1 | -3.5 | 106.6 | 14.8 | 101.5 | 3.0 | 3.4
O=C1CCc2cc(S(=O)(=O)N3CCN(Cc4ccc5c(c4)OCO5)CC3)ccc2N1 | 1.42 | 5.2 | -0.2 | 1.5 | 1.5 | 95.2 | 23.3 | 104.6 | -2.5 | 6.2
Cc1ccccc1Cn1cccc1/C=C1/C(=N)N2C=CSC2=NC1=O | 1.03 | -3.6 | -0.3 | 0.1 | -1.8 | 103.4 | . | 90.5 | 10.1 | 0.6

Single records, as listed above. Values in the order: NF-kB neuron act, STAT1 inh, Hsp70 activator, Redox H2O2 prof, HMGR II inh, STAT1 activator, APP 5'UTR act, STAT3 activator, STAT3 blocker, TLR4 MyD88 comp
O=c1c2c(n3nnnc3n1-c1ccccc1)-c1ccccc1CC21CCCC1 as listed: 1.16, -4.1, -0.2, 3.0, -8.2, 103.7, 15.8, 105.6, -6.7, 6.4
O=C1CCc2cc(S(=O)(=O)N3CCN(Cc4ccc5c(c4)OCO5)CC3)ccc2N1 as listed: 1.42, 5.2, -0.2, 1.5, 1.5, 95.2, 23.3, 104.6, -2.5, 6.2
Cc1ccccc1Cn1cccc1/C=C1/C(=N)N2C=CSC2=NC1=O as listed: 1.03, -3.6, -0.3, 0.1, -1.8, 103.4, ., 90.5, 10.1, 0.6
Cc1cc(=O)c2cc(Cl)ccc2[nH]1 as listed: 0.92, 9.2, -0.3, 0.5, 0.5, 91.6, 6.9, 98.4, 4.4, 1.7

(further entries)
SMILES | NF-kB neuron act | STAT1 inh | Hsp70 activator | Redox H2O2 prof | HMGR II inh | STAT1 activator | APP 5'UTR act | STAT3 activator | STAT3 blocker | TLR4 MyD88 comp
CCOc1ccc(C(C)(C)C)cc1S(=O)(=O)n1nc(C)cc1C | 1.3 | 6.3 | 0.0 | 0.3 | 6.9 | 95.1 | 0.1 | 101.6 | -0.6 | 6.7
O=C(NCc1cccs1)c1ccccc1F | 1.55 | 0.7 | -0.3 | 1.6 | -2.8 | 99.3 | -2.0 | 99.7 | 0.0 | -3.6
CCOC(=O)CNc1ccc(C(=O)OCC)cc1[N+](=O)[O-] | 0.97 | -4.1 | -0.3 | -0.5 | 1.0 | 103.7 | -1.9 | 101.9 | -1.9 | 10.5
Cc1ccc(-c2nc3s/c(=C\c4ccco4)c(=O)n3n2)cc1 | 1.11 | -10.8 | 0.3 | 0.1 | 0.7 | 109.8 | -3.0 | 120.3 | -23.0 | -15.8
Cc1ccnc(SCC(=O)Nc2sc3c(c2C#N)CCCC3)n1 | 0.73 | 14.8 | 0.1 | -0.2 | -5.2 | 86.2 | 0.8 | 39.3 | 71.9* | 9.3
CC12CCC(C(=O)N(CSC(=S)N/N=C\c3ccccc3)C1=O)C2(C)C (configuration not stated) | 1.05 | -1.0 | 0.4 | 3.6 | -2.9 | 100.9 | -0.9 | 116.6 | -15.7 | 7.2
O=C(NCc1cccnc1)c1ccc(Cl)c(S(=O)(=O)N2CCCCCC2)c1 | 0.82 | 0.0 | -0.5 | -1.3 | -4.1 | 98.4 | 14.9 | 86.1 | 24.7 | -11.7
Cn1c(N)c(C(=O)COC(=O)CCCOc2ccc(Cl)cc2Cl)c(=O)n(C)c1=O | 1.1 | -3.6 | -0.2 | -0.5 | -1.2 | 103.4 | 6.8 | 100.2 | -0.5 | -0.5
CCCCn1nc(C(=O)Nc2nc3c(s2)CCCC3)c2ccccc2c1=O | 1.01 | -0.8 | -0.4 | -0.1 | -3.2 | 100.7 | -2.3 | 99.4 | 0.9 | -16.7
